# Screening data from PubChem BioAssay.
# L3MBTL1 block = L3MBTL1 (human) inhibition; AlphaScreen L3MBTL1–H3K9me1 peptide binding; Potency, µM (doses to about 57.1 µM), without a hit: top-dose activity, negative = inhibition, hits mostly inhibitors; Q9Y468; 230,000 tested, 0.66% active; active = well fitted inhibition curve with a large enough effect; inconclusive = small, poorly fitted or top-dose-only effect; inactive = no such curve, though single readings can be large or run the other way; note: nearly all actives have a fitted effect of over 60% in size
# Target sequence (Q9Y468 whole entry, looked up): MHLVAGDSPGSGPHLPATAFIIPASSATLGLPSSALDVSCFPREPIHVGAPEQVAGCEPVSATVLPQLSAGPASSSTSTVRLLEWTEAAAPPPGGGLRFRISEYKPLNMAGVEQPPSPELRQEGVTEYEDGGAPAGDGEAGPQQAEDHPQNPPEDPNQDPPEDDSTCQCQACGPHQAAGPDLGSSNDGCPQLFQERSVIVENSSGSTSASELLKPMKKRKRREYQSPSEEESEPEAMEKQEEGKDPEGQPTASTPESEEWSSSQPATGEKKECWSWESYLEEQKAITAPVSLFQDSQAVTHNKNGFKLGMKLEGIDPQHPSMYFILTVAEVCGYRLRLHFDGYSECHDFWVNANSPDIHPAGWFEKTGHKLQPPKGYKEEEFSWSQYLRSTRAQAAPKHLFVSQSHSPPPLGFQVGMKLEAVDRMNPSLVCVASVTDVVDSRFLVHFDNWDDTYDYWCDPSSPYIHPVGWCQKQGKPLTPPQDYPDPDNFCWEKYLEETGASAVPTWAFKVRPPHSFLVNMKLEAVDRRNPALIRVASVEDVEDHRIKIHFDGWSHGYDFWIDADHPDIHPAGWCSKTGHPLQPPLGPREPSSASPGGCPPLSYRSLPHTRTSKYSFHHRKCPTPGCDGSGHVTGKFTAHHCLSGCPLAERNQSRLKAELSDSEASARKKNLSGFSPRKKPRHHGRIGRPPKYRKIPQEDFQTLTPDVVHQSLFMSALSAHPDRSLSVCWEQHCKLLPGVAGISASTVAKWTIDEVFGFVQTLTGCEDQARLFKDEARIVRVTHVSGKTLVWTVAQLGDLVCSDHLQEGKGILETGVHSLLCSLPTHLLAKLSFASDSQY
#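 Read-out is AlphaScreen signal from streptavidin donor and nickel chelate acceptor beads (10 ug/mL final each) bridging L3MBTL1 (50 nM) and biotinylated K9-monomethylated H3(1-15) peptide (75 nM), after 30 min compound exposure at room temperature.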
# * marks the source's active call; other numbers are inactive results; ? = inconclusive; [ ] = remark or other dose. % is set by controls: 0 for no effect and ±100 for the full control effect; potency is the fitted concentration of half-maximal effect. These rows are one share of the data; the hit share may differ from the screen's.
SMILES,L3MBTL1 block
CCN(CC)c1ccc2nc3ccc(N)cc3[n+](-c3ccccc3)c2c1,?
CC(=O)c1c(C)[nH]c(C(=O)OCC(=O)NCCCc2ccccc2)c1C,-2%
COc1ccc(Cl)cc1NC(=O)CN(C)C1CCS(=O)(=O)C1 (centres undefined),9%
COc1ccc(NC(=O)CN(C)C(=O)CSCC(=O)Nc2ccc(C)cc2)cc1,8%
O=[N+]([O-])c1ccc(NC(=S)N2CCN(c3ccccn3)CC2)cc1,9%
Cc1c(C(=O)N2CCC2)oc2ccc(Br)cc12,2%
CCN(C(=O)COC(=O)Cc1coc2cc(C)ccc12)c1c(N)n(Cc2ccccc2)c(=O)[nH]c1=O,-3%
Cc1cccc(-c2sc(Nc3ccccc3)n[n+]2-c2ccccc2)c1,-2%
CC12CC3CC(C)(C1)CC(C(=O)NCc1cccnc1)(C3)C2,0%
CCCC(=O)NC(c1ccc(N(C)C)cc1)c1ccc2cccnc2c1O (centres undefined),?
COc1cc(C(=O)N2CCN(c3ccccc3Cl)CC2)ccc1OCC(=O)N1CCOCC1,2%
CCC(C(=O)OCC(=O)Nc1ccc(F)cc1)c1ccccc1 (centres undefined),18%
CCOC(=O)NCc1ccccc1,3%
Cc1ccc(NC(=O)/C=C/C(=O)O)c(NC(=O)c2ccccc2)c1,-1%
Cn1nc(C(=O)NNC(=O)CCc2ccccc2Cl)c2ccccc2c1=O,0%
c1ccc(-c2nc(C3CCCCC3)c3ccccc3n2)cc1,17%
CCCCn1c(N)c(N(CCC(C)C)C(=O)c2ccc([N+](=O)[O-])s2)c(=O)[nH]c1=O,-3%
O=C(Nc1nccs1)c1ccc2ccccc2c1,4%
NC(=O)NC[C@@H]1CC[C@@H](Cc2ccc(-c3ccccc3)cc2)O1,-2%
O=C(OCC(=O)N1CCOCC1)c1cccc(S(=O)(=O)Nc2ccc(F)cc2)c1,9%
Cc1cc(N2CCCC2)ccc1NC(=O)COc1ccccc1,-9%
O=C(NCC(c1ccco1)N1CCc2ccccc2C1)C(=O)Nc1cc(F)ccc1F (centres undefined),5%
CCOC(=O)c1ccc(NC(=O)c2cccc3c2C(=O)N(CC2CCCO2)C3)cc1 (centres undefined),-6%
O=C(CN1C(=O)c2ccc([N+](=O)[O-])cc2C1=O)NCCC1=CCCCC1,10%
CC12CCC(=O)N1C(C(=O)NCCN1C(=O)S/C(=C\c3ccc(OC(F)F)cc3)C1=O)CS2 (centres undefined),-3%

# Entries listed so far that have nitrogen in an aromatic ring:
SMILES,L3MBTL1 block
CCN(CC)c1ccc2nc3ccc(N)cc3[n+](-c3ccccc3)c2c1,?
CC(=O)c1c(C)[nH]c(C(=O)OCC(=O)NCCCc2ccccc2)c1C,-2%
O=[N+]([O-])c1ccc(NC(=S)N2CCN(c3ccccn3)CC2)cc1,9%
CCN(C(=O)COC(=O)Cc1coc2cc(C)ccc12)c1c(N)n(Cc2ccccc2)c(=O)[nH]c1=O,-3%
Cc1cccc(-c2sc(Nc3ccccc3)n[n+]2-c2ccccc2)c1,-2%
CC12CC3CC(C)(C1)CC(C(=O)NCc1cccnc1)(C3)C2,0%
CCCC(=O)NC(c1ccc(N(C)C)cc1)c1ccc2cccnc2c1O (centres undefined),?
Cn1nc(C(=O)NNC(=O)CCc2ccccc2Cl)c2ccccc2c1=O,0%
c1ccc(-c2nc(C3CCCCC3)c3ccccc3n2)cc1,17%
CCCCn1c(N)c(N(CCC(C)C)C(=O)c2ccc([N+](=O)[O-])s2)c(=O)[nH]c1=O,-3%
O=C(Nc1nccs1)c1ccc2ccccc2c1,4%

# The listing continues:
SMILES,L3MBTL1 block
NC(=O)c1ccsc1NC(=O)COC(=O)C1=NNC(=O)CC1,4%
CC1CCCCC1NC(=O)COC(=O)c1ccc2c(=O)n3c(nc2c1)CCC3 (centres undefined),2%
CCOc1ccccc1C(=O)NCC(=O)N1CCN(Cc2ccc3c(c2)OCO3)CC1,-5%
CCOc1ccc(NC(=O)C2=NN(c3ccccc3)C(=O)CC2)cc1S(=O)(=O)N1CCCCC1,5%
NS(=O)(=O)c1cccc(NC(=O)COC(=O)CN2C(=O)c3ccccc3C2=O)c1,0%
O=C(CCC1CCCCC1)NCc1cccnc1,4%
COC(=O)[C@@]1(Cc2ccccc2)[C@H]2C(=O)N(C)C(=O)[C@H]2[C@H]2CN=C(SCc3ccc(Cl)cc3)N21,-3%
CCCCn1c(N)c(N(CCC(C)C)C(=O)C2CSC3(C)CCC(=O)N23)c(=O)[nH]c1=O (centres undefined),2%
O=C(NCCOC(=O)c1ccccc1)c1ccccc1,3%
CCc1sc(C(=O)Nc2ccc3c(c2)OCO3)cc1C,?
O=C(CNS(=O)(=O)c1cccc(F)c1)OCC(=O)N1CCCC1=O,3%
O=C(Cc1ccc(F)cc1)N[C@@H]1c2ccccc2CC[C@@H]1O,8%
Cc1nnc(SCC(=O)Nc2nccs2)n1N,2%
CC(=O)Nc1ccc(NC(=O)c2cc(-c3ccccc3)nc3ccccc23)cc1,-9%
CN(c1ccccc1)S(=O)(=O)c1cccc(C(=O)OCC(=O)Nc2ccc(C(N)=O)cc2)c1,-2%
COc1ccc(S(=O)(=O)NCc2ccccc2)cc1Br,6%
Cc1noc(C)c1COc1ccccc1C(=O)N1CCN(S(=O)(=O)c2cccc(Cl)c2)CC1,-3%
COC(=O)c1ccc(CN2CCC(CO)(CCOc3ccccc3)CC2)cc1,-6%
COc1ccc(CCNc2nc(Cl)nc(NC(C)(C)CO)n2)cc1OC,1%
COc1ccccc1C(=O)Nc1cccc2cccnc12,14%
CCN(CC)CCCn1c(SCC(=O)NCC2CCCO2)nc2ccccc2c1=O (centres undefined),11%
COc1ccc(CN2CCc3c([nH]c4ccccc34)C2)c(OC)c1C,-5%
O=C(CCN1C(=O)c2ccccc2S1(=O)=O)NCc1ccccc1Cl,-6%
CCN1C(=O)[C@H]2[C@H]3CN=C(SCc4ccc(C)cc4)N3[C@@](CC)(C(=O)OC)[C@H]2C1=O,42%[activator]
CN(Cc1ccccc1)C(=O)COC(=O)c1ccc[nH]c1=O,9%

# Following part:
SMILES,L3MBTL1 block
COc1ccc(C(C)=O)cc1COC(=O)CSCC(=O)Nc1ccc(C)cc1,3%
COc1ccc(NC(=O)C(=O)NCC(c2ccco2)N2CCc3ccccc32)cc1 (centres undefined),2%
COC(=O)C1=C(C)N(Cc2ccccc2)C(=NCCc2cccnc2)N[C@H]1c1ccc(Br)cc1,-8%
Cc1ccc(S(=O)(=O)N2CCC[C@H]2C(=O)OCC(=O)Nc2ccc3c(c2)OCO3)cc1,-6%
COc1ccccc1C(CNC(=O)C(CCSC)NS(=O)(=O)c1ccccc1F)N1CCCC1 (centres undefined),-6%
C[C@]12C(=O)N(c3ccc(F)cc3)C(=O)N1[C@@H]1c3ccccc3OC[C@@H]1[C@H]2c1ccccc1,-5%
Cc1ccccc1NC(=O)Cc1nc(COC(=O)CCC(=O)c2ccccc2)cs1,6%
CSc1ccc(C2=CC(=O)C[C@H](c3ccc(F)cc3)C2)cc1,-1%
CCN(CC)C(=O)[C@H]1C[C@H](CC(=O)NCC23CC4CC(CC(C4)C2)C3)C(=O)N2CCc3c([nH]c4cc(-c5ccco5)ccc34)[C@]12C,-23%
CCc1noc(C)c1C(=O)Nc1cc(S(=O)(=O)N(CC)CC)ccc1N1CCOCC1,-1%
NC(=O)c1ccc(NC(=O)CN2CCN(S(=O)(=O)c3ccc4ccccc4c3)CC2)cc1,-2%
O=C(CCC1CCCCC1)Nc1nnc(C(F)(F)F)s1,11%
CCCOc1ccc(CNC(=O)C2CCN(C(=O)N3CCOc4ccccc43)CC2)cc1,0%
COc1ccc(NC(=O)CN(C)C(=O)C2CCCO2)cc1 (centres undefined),0%
COc1cc(C(=O)NC2CCCCC2)ccc1OC1CCN(C(C)=O)CC1,-1%[2.29 µM]
CCOc1ccc(S(=O)(=O)/N=C(/Nc2ccc(S(N)(=O)=O)cc2)c2ccccc2)cc1,6%
CCC(CC)C(=O)N1CC(=O)Nc2ccc(F)cc2C1c1ccc(F)cc1 (centres undefined),12%
C[C@@H](NC(=O)Cn1ccc(NC(=O)OCc2ccccc2)nc1=O)c1cccc2ccccc12,-3%
Cc1ccc(S(=O)(=O)N2CCC(C(=O)Nc3ccccc3N3CCCCC3)CC2)cc1C,6%
CS(=O)(=O)Nc1ccc(C(=O)CC(=O)Nc2ccc([N+](=O)[O-])cc2)cc1,-3%
Cc1ccccc1S(=O)(=O)NCC1CCCO1 (centres undefined),4%
Cc1cccc(N2CCN(C(=O)CNC(=O)C3CCCCC3)CC2)c1C,10%
O=C(Nc1ccc(Cl)cc1F)c1ccc(-n2cncn2)cc1,2%
O=C(NCCOc1ccccc1Cl)c1ccc2c(c1)S(=O)(=O)c1cc(Cl)ccc1C2=O,-4%
C=CCC[C@@H](Cc1ccc(F)cc1)C(=O)OC[C@@H](NC(=O)[C@H](CC=C)CC(=O)NCCO)C(C)(C)C,1%

# A few values from the results shown.
# For L3MBTL1 block, COc1ccc(CN2CCc3c([nH]c4ccccc34)C2)c(OC)c1C has -5%
# For L3MBTL1 block, CC(=O)Nc1ccc(NC(=O)c2cc(-c3ccccc3)nc3ccccc23)cc1 has -9%

# Next records follow:
SMILES,L3MBTL1 block
COc1ccc(CC(=O)Nc2ccc(NC(=O)c3ccc(Br)cc3)cc2)cc1OC,7%
CC1(c2ccccc2Cl)NC(=O)N(CC(=O)N2CCN(S(=O)(=O)c3ccccc3)CC2)C1=O (centres undefined),8%
O=C(O)CC(NC(=O)Cc1ccccc1)c1ccccc1 (centres undefined),-2%
O=C(CN1CCN(Cc2ccc(F)cc2)CC1)Nc1nc2ccccc2s1,-3%
O=C(CN1C(=O)NC2(CCCCC2)C1=O)Nc1ccc2c(c1)OCCCO2,4%
COc1ccccc1CNC(=O)COC(=O)/C=C/c1ccc2c(c1)OCO2,-6%
COC(=O)C1(C)NC(c2ccc(C)cc2)C2C(=O)N(c3ccc(F)cc3)C(=O)C21 (centres undefined),12%
COCCN(Cc1ccccc1)C(=O)c1cccc(S(=O)(=O)N2CCCc3ccccc32)c1,9%
CCN(CC(=O)Nc1c(F)cccc1F)C(=O)c1cc([N+](=O)[O-])ccc1N1CCOCC1,-5%
COc1ccc(CCNC(=O)C(=O)NCCC2CCCCN2S(=O)(=O)c2ccccc2)cc1 (centres undefined),4%
O=C(CSc1nnc(-c2ccccc2F)o1)Nc1ccc(N2CCOCC2)cc1,3%
c1ccc(CNc2nc(-c3ccccc3)nc3ccccc23)cc1,2%[2.29 µM]
Cc1ccc(S(=O)(=O)N2CCN(C(=O)n3ccnc3)CC2)cc1,3%
COc1ccc2[nH]cc(CCNC(=O)CC[C@H]3O[C@@H](n4cc(C)c(=O)[nH]c4=O)C[C@@H]3O)c2c1,-1%
Cc1ccc(-n2nc(C)c(C(=O)Nc3cccc(C(=O)NC4CC4)c3)n2)c(C)c1,-3%
O=C(NC(Cc1cccc(F)c1)C(=O)O)C1CCCCC1 (centres undefined),4%
CCCc1cc(C(=O)N(C)CC(=O)Nc2ccc(OCC)c(OCC)c2)sc1C,-9%
CCOc1cc(C(=O)NCc2ccc3c(c2)OCO3)cc(OCC)c1OCC,-3%[2.29 µM]
COc1ccc2sc(-c3ccc(S(C)(=O)=O)cc3)c(C#Cc3cncn3C)c2c1,-4%
O=C(NCc1ccccn1)C1CCN(S(=O)(=O)c2ccccc2F)CC1,10%
Cc1nc2ccccc2c(=O)n1-c1cccc(NS(=O)(=O)c2ccccc2)c1,7%
Cc1cnc(C(=O)N(CC(C)C)c2c(N)n(CC(C)C)c(=O)[nH]c2=O)cn1,-19%
Cc1ccc(CN2C(=O)C(Cc3ccccc3)Nc3ncnc(N4CCN(c5ccccc5)CC4)c32)cc1 (centres undefined),-11%
O=C(CN1CSCC1=O)N1CCN(S(=O)(=O)c2ccc(Cl)cc2)CC1,-2%
O=C(CCCCCBr)N1CCC(CC2CC(c3cccc(Br)c3)=NO2)(C(=O)NCC2CCCCC2)CC1 (centres undefined),-4%

# Going on with the list:
SMILES,L3MBTL1 block
COC(=O)C1CCN(C(=O)COC(=O)c2cccc(NS(=O)(=O)c3ccccc3)c2)CC1,8%
O=C(Cc1cccc([N+](=O)[O-])c1)Nc1ccc(C(=O)N2CCOCC2)cc1,9%
COc1ccc(NC(=O)COC(=O)CNC(=O)c2cccs2)cc1Cl,6%
COc1ccc(CCNC(=O)c2cc3ccccc3oc2=O)cc1,-1%
Cc1ccc(C)c(NC(=O)c2cc(S(=O)(=O)N3CCCCC3)ccc2N2CCOCC2)c1,-1%
CN(C)C(CNC(=O)c1ccc(NS(=O)(=O)c2ccc(F)cc2)cc1)c1ccco1 (centres undefined),-2%
COc1cc2c(cc1OC)CN(C(=O)CCC(=O)c1ccc(F)cc1)CC2,-3%
COc1ccc(-c2coc3cc(OC(C)=O)c(OC)cc3c2=O)cc1,-1%
Cc1ccc(S(=O)(=O)Nc2ccccc2-c2nc3ccccc3[nH]c2=O)cc1,-8%
Cc1cnc(C(=O)OCC(=O)N2C(C)CCCC2C)cn1 (centres undefined),-5%
O=C(COC(=O)c1ccc(O)cc1O)N=c1sccn1Cc1ccccc1Cl,-14%
CC(NC(=O)C1CCN(C(=O)c2cccs2)CC1)c1ccc(S(N)(=O)=O)cc1 (centres undefined),20%
c1ccc2c(N3CCOCC3)c3c(nc2c1)CCC3,-4%

# Reformatted: results already given.
COc1ccc(NC(=O)COC(=O)CNC(=O)c2cccs2)cc1Cl
  L3MBTL1 block: 6%
c1ccc2c(N3CCOCC3)c3c(nc2c1)CCC3
  L3MBTL1 block: -4%
COc1cc2c(cc1OC)CN(C(=O)CCC(=O)c1ccc(F)cc1)CC2
  L3MBTL1 block: -3%
CN(C)C(CNC(=O)c1ccc(NS(=O)(=O)c2ccc(F)cc2)cc1)c1ccco1 (centres undefined)
  L3MBTL1 block: -2%
